C8 TRAIL sens: sensitizes caspase-8 expressing cells to TRAIL; NB7+C8 cells + TRAIL, ATPlite viability luminescence; 1% of 360,000 active; inhibition (viability loss, TRAIL sensitization), % at 10 µM; AID 624354;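 active means compounds causing at least 50% loss of cell viability in the single-dose screen, relative to plate controls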
NR2E3 ag-1: agonists of human NR2E3 nuclear receptor; AID 602229; inhibition of corepressor binding, % at 3.98 µM; 0.35% of 360,000 active; CHO-S Gal4-NCOR/VP16-NR2E3 two-hybrid, luciferase; Q9Y5X4;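 active means inhibition above the mean of all tested compounds plus 3 SD, cut at about 70% in these data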;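 further: 0% = DMSO with NR2E3 transfected cells and 100% = cells lacking NR2E3 construct; higher means lower luciferase signal from less NR2E3 corepressor binding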
Target sequence (Q9Y5X4 whole entry, looked up, the tested form may be a part): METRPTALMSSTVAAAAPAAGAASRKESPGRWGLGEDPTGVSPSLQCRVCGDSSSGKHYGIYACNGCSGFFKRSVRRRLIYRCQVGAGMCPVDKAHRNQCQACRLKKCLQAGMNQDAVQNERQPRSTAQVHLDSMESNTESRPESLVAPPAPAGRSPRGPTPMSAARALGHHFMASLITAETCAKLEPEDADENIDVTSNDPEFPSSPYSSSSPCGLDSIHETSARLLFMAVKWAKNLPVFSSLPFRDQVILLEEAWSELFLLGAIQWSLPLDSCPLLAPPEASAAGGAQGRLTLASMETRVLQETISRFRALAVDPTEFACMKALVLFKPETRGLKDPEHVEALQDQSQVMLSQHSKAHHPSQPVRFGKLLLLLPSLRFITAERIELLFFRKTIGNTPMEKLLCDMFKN
HIF-2a inh: HIF-2a inhibition; 786-0 RCC cells HIF-2a reporter, luciferase luminescence, overnight; inhibition, % at 18.8 µM; 0.72% of 360,000 active; AID 624352;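 active means inhibition of the luminescence signal of 40% or more relative to plate controls, in a single-dose primary screen at 18.75 µM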
Shn3 3UTR inh: inhibitors of Schnurri-3 3'UTR reporter in osteoblasts. Clone20 osteoblast Shn3 3'UTR firefly luciferase, 24 h. inhibition, % at 12.5 µM. 0.52% of 360,000 active. AID 588674;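 active means mean inhibition of at least 75% with every replicate also reaching 75%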;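 further: 0% = median of neutral control wells and 100% = pilot-screen positive control compound; some compounds past the cut are filed as inactive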
Peg3 promoter: inhibitors of Peg3 promoter; 1.7% of 360,000 active; AID 588405; HeLa PEG-Prom luciferase reporter, luminescence, overnight; inhibition, % at 20 µM;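 active means inhibition of at least 50% at 20 µM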
NR2E3 ag-2: agonists of human nuclear receptor NR2E3 | Q9Y5X4 | GST-NR2E3/biotin-RetCOR TR-FRET, 1536-well | inhibition of corepressor binding, % at 4.78 µM | 0.12% of 320,000 active | AID 2300;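 active means percent inhibition above the cutoff of mean plus 3 SD of all tested compounds, set per screening campaign, cut at about 20% in these data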;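 further: 0% = DMSO wells and 100% = biotin wells as full block of FRET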
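System: GST-tagged NR2E3 plus biotinylated RetCOR corepressor; Amount: 1.35 nM GST-tagged NR2E3 final; Dosing: single nominal compound dose of 4.8 µM; Schedule: 5 h incubation at 4 °C; Technique: TR-FRET with europium anti-GST and streptavidin-D2, 340 nm excitation; Controls: biotin wells as high control, 0.6% DMSO wells as low control.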
CF NFkB inh: blocks PAF-induced NF-kB reporter in cystic fibrosis cells. KKLEB NF-kB-GFP reporter, GFP fluorescence overnight. inhibition, % at 5 µM. 0.86% of 360,000 active;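 active means at least 50% inhibition at 5 µM, scaled per plate between neutral and stimulator controls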;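 further: PAF is a Pseudomonas aeruginosa culture filtrate used as stimulus; plate controls were PAF-stimulated DMSO wells for no effect and unstimulated DMSO wells for full effect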
KKLEB cytotox: CF airway cell cytotoxicity counter-screen | KKLEB CF airway cells viability, ATPlite luminescence, overnight; stronger effect = lower value; cells stimulated with P. aeruginosa culture filtrate | activity change (cytotoxicity), % at 5 µM | 0.36% of 360,000 active | AID 602141;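 active means corrected activity change at or below -50% at 5 µM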
iPSC survival up: enhancers of human iPSC single-cell survival | 0.044% of 360,000 active | hiPSC single-cell survival, ATPlite luminescence; 100% = ROCK inhibitor wells, 0% = DMSO | AID 602274 | survival enhancement, % at 20 µM; in the data active means survival enhancement above about 18%;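 further: cells exposed to compounds for 16 hours before the ATP read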
MITF TRPM1 inh: MITF TRPM1 promoter inhibition in SK-MEL-5 cells. 0.83% of 330,000 active. SK-MEL-5 TRPM1 promoter luciferase, 24 h. inhibition, % at 12.5 µM. AID 488899;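 active means mean inhibition across replicates of 60% or more, whatever share of single replicates reaches that level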; further: values of inactives mirror those of a sister screen read the other way
EBV LMP1 NFkB: reduces LMP1-driven NF-kappaB luciferase signal; LMP1-induced NF-kappaB luciferase reporter cells, luminescence; inhibition, % at 12.5 µM; 0.69% of 350,000 active; AID 504558; in the data active means inhibition above about 41%;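 further: 0% = neutral control wells and 100% = reference inhibitor control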
Starred values were filed as active, the others as inactive; / = no result given. These rows are one share of the data (hit frequency here may not be typical).

Below each compound – C8 TRAIL sens, NR2E3 ag-1, HIF-2a inh, Shn3 3UTR inh, Peg3 promoter, NR2E3 ag-2, CF NFkB inh, KKLEB cytotox, iPSC survival up, MITF TRPM1 inh, EBV LMP1 NFkB
#1 CCn1c(SCC(=O)NCC2CCCO2)nnc1-c1ccc(Cl)cc1 (stereo unspecified)
    -3, 24, 21, -32, -1, 2, 8, 2, -0.1, -8, 1
#2 Cc1ccc(S(=O)(=O)N2CCN(C(=O)C3Cc4ccccc4CN3C(=O)c3ccco3)CC2)cc1 (stereo unspecified)
    1, 2, 1, 7, 16, 3, 5, -19, 2.3, 15, 1
#3 N#Cc1ccc(S(=O)(=O)NCC(=O)OCC(=O)N2CCCC2=O)cc1
    -10, -35, 13, 7, 10, 0, 8, 6, 0.2, -10, 0
#4 CC(Cc1ccccc1)C(=O)NCCO (stereo unspecified)
    1, 10, -2, 5, -1, 0, 21, -4, 2.9, -14, 4
#5 CN(C)c1ccc(/C=C(\NC(=O)c2ccccc2)C(=O)NCCN2CCOCC2)cc1
    -12, -24, 16, 10, 13, -2, 3, -6, 0.6, 10, 0
#6 O=C1O[C@H](CO)[C@@H](O)[C@H](O)[C@H]1O
    -4, -36, 0, -21, -4, /, -16, 6, 2.3, 13, 3
#7 Nc1ccc(C(=O)OCC(=O)NC2CCS(=O)(=O)C2)cc1[N+](=O)[O-] (stereo unspecified)
    -28, 3, 3, 14, 4, 0, 11, 11, -0.1, 7, -4
#8 C[N+](C)(C)C[C@H](O)CC(=O)[O-]
    -9, -15, 5, 4, 7, 2, -23, 16, -2.2, -2, 51*
#9 CN(C)CCNc1nc2sc3c(c2c(=O)n1CCc1ccccc1)CCCCC3
    19, -9, -84, -21, 108*, 1, 15, -19, -0.2, 90*, -9
#10 COC(=O)[C@@H]1C[C@H]2CC[C@H](O)C[C@H]2N1Cc1ccc(Cl)cc1
    -11, -21, 10, -18, 3, 2, -7, 10, 5.2, 2, 3
#11 NC(=O)c1sc(-c2ccsc2)cc1NS(=O)(=O)c1ccc(C(F)(F)F)cc1
    14, 3, 18, /, 22, 3, 18, 0, -0.1, /, /
#12 CCN(CC)c1ccc(/C=N/N2CCN(Cc3ccc(C)cc3C)CC2)c(O)c1
    6, -5, 24, 16, 18, 4, -10, 12, 0.5, -1, -7
#13 CC(=O)N(C)c1nnc(-c2ccccn2)s1
    7, -41, -176, -26, -117, 2, 13, 7, 3.8, -71, -9
#14 O=C(CCCn1c(=S)[nH]c2cc3c(cc2c1=O)OCO3)N1CCN(c2ccc(F)cc2)CC1
    -1, -15, 24, 12, 16, -1, 0, -2, 1.1, 0, 0
#15 CCn1nc(C)cc1C(=O)Sc1cccc(Cl)c1
    -22, -5, 13, 0, 18, 0, -13, -6, -0.3, 10, -3
#16 CC(C)(C)NC(=O)CC(c1ccccc1)c1ccccc1O (stereo unspecified)
    10, 17, 3, -10, 11, -3, 17, -7, 1.7, -3, -2
#17 Cc1cccc(NC(=O)CSc2ccc(-c3ccco3)nn2)c1
    2, -12, -20, 11, -39, -1, -27, 10, 1.2, 7, 13
#18 Cn1cc(Br)c(-c2cccc(NC(=O)CCC(=O)O)c2)n1
    -3, -19, 12, -11, 10, -2, -11, 3, 0.6, 6, -13
#19 CC12CCC(C(=O)N(CC(O)CN3CCCCC3)C1=O)C2(C)C (stereo unspecified)
    -23, -2, 4, -4, -60, 0, -8, 13, 1.9, -5, 8
#20 CC1CCCCC1NS(=O)(=O)CCNC(=O)c1ccccc1 (stereo unspecified)
    -12, 5, 6, -3, 4, 2, 4, -2, -0.1, -1, 0
#21 O=C(Nc1cccnc1)c1cc2cc(Br)ccc2oc1=O
    -4, -19, -13, -12, -18, /, -3, 4, 0.0, -13, -8
#22 COc1ccccc1CNc1nc2cc(-c3sccc3C)sc2c(=O)n1C
    12, -89, -281, -4, -318, /, -12, 4, -2.1, /, /
#23 CC(=O)/C=C\c1ccccc1OC(=O)c1cc2ccccc2oc1=O
    -6, -12, -3, -10, -1, 2, -18, 12, 0.2, 9, -18
#24 COC(=O)[C@H]1C[C@@H]1[C@H](NC(=O)OCc1ccccc1)c1ccccc1
    16, -25, 4, 6, 8, 1, -5, 6, -1.3, -5, 5
#25 O=C(Nc1ccon1)c1ccccc1Cl
    -4, -14, -1, 8, -12, -1, -1, -1, -1.0, -5, -2
#26 COc1ccc(NC(=O)c2cccc(Cn3cc(Br)cn3)c2)cn1
    -2, -6, -13, 4, 18, -1, 3, 5, -2.6, 10, 7
#27 Fc1c(F)c(-n2nnc3ccccc32)c(F)c(F)c1Cl
    21, 12, 8, -4, 0, -4, 11, -12, -0.9, -10, -9
#28 COc1ccc([N+](=O)[O-])cc1NC(=O)CSc1nc(C)cc(C)n1
    -8, -25, 23, 0, 12, -3, 34, -19, 0.0, 4, -5
#29 Cc1cc(C)cc(-c2nnc(SCC(=O)c3c(N)n(C4CC4)c(=O)[nH]c3=O)o2)c1
    -3, -3, 4, 7, -3, /, 24, -6, 0.5, 6, -5
#30 CCN(CC(=O)Nc1ccc(OC(F)F)cc1)C1CCCCC1
    33, -9, 5, 12, 8, 2, -4, -4, 0.3, -11, 0
#31 O=C1OC2C(O)COC23OC(O)CCC13O (stereo unspecified)
    -16, 1, -2, -3, 7, /, 12, -7, -1.0, /, /
#32 Cc1ccc2nc(-c3ccccc3)c(CN3CCN(c4ccccc4F)CC3)n2c1
    11, -31, -45, 19, -11, 0, 21, -4, -3.2, -1, 9
#33 O=C(NCc1ccc(Cl)cc1)C(=O)NCC1OCCN1C(=O)c1ccc(Cl)cc1 (stereo unspecified)
    7, 10, 21, 15, 16, 1, 19, -4, -0.6, 17, 1
#34 Cc1nn(CC(=O)Nc2ccc(N3CCOCC3)cc2)c(C)c1[N+](=O)[O-]
    2, -8, 6, 0, -6, /, -3, -13, -0.1, 4, -1
#35 CC[C@@H](C(=O)[C@@H](C)[C@@H](O)[C@H](C)[C@@H]1O[C@@H]([C@@H](CC)C(=O)O)CC[C@@H]1C)[C@H]1O[C@]2(C=C[C@@H](O)[C@]3(CC[C@@](C)([C@H]4CC[C@](O)(CC)[C@H](C)O4)O3)O2)[C@H](C)C[C@@H]1C
    38, 102*, -35, 82, 101*, /, 69*, 4, -5.1, 78*, -4
#36 CC(=O)c1ccc(N2CCN(S(=O)(=O)c3cccc4nonc34)CC2)cc1
    11, -20, 14, -11, -21, -1, -16, 4, -0.8, /, /
#37 COc1ccc(C(=O)NCC(=O)N/N=C/c2ccc(C)o2)cc1OC
    -16, -10, 12, -14, 13, 0, -6, 1, -0.4, -1, 7
#38 FC(F)(F)c1nc2ccccc2[nH]1
    6, -22, 25, -9, 6, 3, 0, 1, -0.5, 7, 0
#39 COC(=O)c1cn(NC(=O)c2ccc([N+](=O)[O-])cc2Cl)c(=O)c2ccccc12
    0, 9, 6, 0, 6, -2, -4, 3, -0.5, 10, 1
#40 O=C(CSc1ncccc1C(=O)O)c1ccccc1
    -6, -2, -2, -13, 8, 1, 6, -5, 3.6, 3, -5
#41 CC(C)OC(=O)c1ccc(NC(=O)c2ccccc2)cc1
    12, -75, -193, -33, -252, 4, 4, -8, -1.4, -57, -17
#42 COc1cccc(/C=C2\SC(=O)N(CCC(=O)NNC(=O)c3cccc(Cl)c3)C2=O)c1
    13, -9, -33, -10, -2, 1, -10, -19, -2.7, -10, -10
#43 CC(=O)N1c2ccc(F)c(F)c2C[C@H]1C
    8, 1, 12, 1, 8, -1, -12, 20, 0.1, 16, -6
#44 COc1c(C)cccc1C(=O)NCc1ccc2c(c1)OCO2
    8, -24, -18, -5, -16, -1, -10, 12, -0.5, 12, -6
#45 O=C(N/N=C/c1ccc(OC(=O)c2ccc([N+](=O)[O-])cc2)cc1)c1cccnc1
    3, -30, 1, -18, 5, 3, -24, 6, 0.2, 0, 4
#46 Clc1ccccc1OCc1nnc(-c2ccccc2)o1
    -1, -108, -295, -39, -342, 2, -4, -9, -0.2, -88, -35
#47 Cc1ccc(N2CC(C(=O)Nc3ccccc3C(=O)N3CCOCC3)CC2=O)cc1 (stereo unspecified)
    4, 3, 9, -9, -3, -1, -17, 19, -0.4, 8, 0
#48 COc1ccccc1Cn1c(/C=C/c2ccccc2)nc2ccccc21
    45, -71, -198, -54, -207, 0, 2, -24, -2.9, -36, -23
#49 C(#CCN1CCOCC1)COCCOC(c1ccccc1)c1ccccc1
    2, 4, 1, -23, 17, 4, 10, -6, 0.6, -2, 1
#50 COc1cc(C(=O)O/N=C2\C=CC(=O)C(C)=C2)cc(OC)c1OC
    5, -40, 19, 81, 7, -3, 19, -9, -6.2, 29, 2
#51 CCC1CCCCN1C(=O)CSc1nc(N)c(NC(=O)c2ccc(OC)c(OC)c2)c(=O)[nH]1 (stereo unspecified)
    -4, -9, 0, -11, -1, -5, -6, 2, 2.6, 10, -6
#52 COc1cccc(/C=N/Nc2nc3ccccc3n3cnnc23)c1O
    54*, -30, -131, 73, 71*, -2, -22, -26, 1.2, -9, 22
#53 CC(=O)c1cccc(NC(=O)c2cc(-n3cnnc3)ccc2Cl)c1
    -8, 13, 21, 7, 10, -1, -18, 12, 6.5, -4, -11
#54 Cc1ccc(C)c(N2CCN(C(=O)c3cc(S(=O)(=O)N4CCOCC4)cn3C)CC2)c1
    1, 0, 4, 0, 5, 1, 8, -14, 0.8, -16, 3

Arranged by formula weight (ascending): part of the list above
Below each compound – C8 TRAIL sens, NR2E3 ag-1, HIF-2a inh, Shn3 3UTR inh, Peg3 promoter, NR2E3 ag-2, CF NFkB inh, KKLEB cytotox, iPSC survival up, MITF TRPM1 inh, EBV LMP1 NFkB
#46 Clc1ccccc1OCc1nnc(-c2ccccc2)o1
    -1, -108, -295, -39, -342, 2, -4, -9, -0.2, -88, -35
#45 O=C(N/N=C/c1ccc(OC(=O)c2ccc([N+](=O)[O-])cc2)cc1)c1cccnc1
    3, -30, 1, -18, 5, 3, -24, 6, 0.2, 0, 4
#54 Cc1ccc(C)c(N2CCN(C(=O)c3cc(S(=O)(=O)N4CCOCC4)cn3C)CC2)c1
    1, 0, 4, 0, 5, 1, 8, -14, 0.8, -16, 3
